Screens: PubChem BioAssay, National Center for Advancing Translational Sciences (NCATS)
Sm TGR inh: blocks Schistosoma mansoni thioredoxin glutathione reductase; purified TGR, DTNB reduction, TNB absorbance 405 nm; Potency, µM (doses to about 114 µM), for inactives: at the highest dose activity change, negative = inhibition, most hits filed as inhibitors; Q962Y6; 360,000 compounds, 3% hits; further: potency means the concentration at half of the fitted maximal effect; nearly all actives have a fitted effect of over 60% in size
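TGR 20 nM + NADPH 100 uM (dispensed conc.), cpd preinc 15 min RT; start with NADPH (500 uM addition) then DTNB (15 mM addition). Kinetic TNB absorbance, 405 nm filter. Four-parameter Hill fit across titration.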
HCV inhibitor: HCV inhibition; Huh7.5.1 HCVcc-Cre infection, luciferase reporter, 44 h; Potency, µM (titrated, usually from 41.8 µM), for inactives: at the highest dose activity change, negative = inhibition, usual class: inhibitors; 340,000 compounds, 3.4% hits; further: potency means the concentration at half of the fitted maximal effect
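Luciferase read-out (15 sec integration) after a 15 min room-temperature substrate step quantifies HCVcc-Cre infection. Cells, 1,000 per well, had compound added 4 h post-plating, then virus at ~0.5 moi, and were cultured 44 h.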
AMA1-RON2 inh: AMA1-RON2 (P. falciparum) interaction inhibition; AlphaScreen AMA1-biotinylated RON2 peptide binding; Potency, µM (doses to about 58.2 µM), for inactives: top-dose activity change, negative = inhibition, hits mostly inhibitors; 360,000 compounds, 0.2% hits;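 further: potency means the concentration at half of the fitted maximal effect; 0% = vehicle wells and -100% = peptide control; nearly all actives have a fitted effect of over 45% in size; some results filed as inactive show a strong effect at the top dose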
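AMA1 (3D7) with his tag at 25 nM final met compounds first, then biotinylated RON2 peptide at 25 nM; detection used donor plus acceptor beads, 10 µg/mL apiece, read by AlphaScreen after 30 min at room temperature.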
FBPA Giardia inh: blocks Giardia fructose-bisphosphate aldolase activity. A8B2U2. purified Giardia FBPA. Potency, µM (top dose mostly 59.6 µM), for inactives: top-dose activity, negative = inhibition, actives largely listed as inhibitors. 290,000 compounds, 0.71% hits. AID 2451; further: potency means the concentration at half of the fitted maximal effect; nearly all actives have a fitted effect of over 55% in size
Target sequence (A8B2U2 whole entry, looked up): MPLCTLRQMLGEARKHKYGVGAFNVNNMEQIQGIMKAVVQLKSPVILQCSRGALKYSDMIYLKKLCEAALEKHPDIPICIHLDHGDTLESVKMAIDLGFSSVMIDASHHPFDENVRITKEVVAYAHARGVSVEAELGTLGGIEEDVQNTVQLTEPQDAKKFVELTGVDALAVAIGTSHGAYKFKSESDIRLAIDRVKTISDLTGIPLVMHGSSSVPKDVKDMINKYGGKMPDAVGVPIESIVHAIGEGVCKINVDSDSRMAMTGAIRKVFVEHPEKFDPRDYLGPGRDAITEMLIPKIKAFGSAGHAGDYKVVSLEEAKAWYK
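Giardia FBPA (40 nM reagent) was preincubated 10 min at RT with compound (up to 57.5 uM final), then substrate plus GAPDH/TPI/NAD/arsenate coupling system with diaphorase/resazurin was added; resorufin fluorescence (525/598 nm) was read after 20 min.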
AmpC inh detg: blocks E. coli AmpC beta-lactamase in detergent assay. P00811. Potency, µM (highest dose often 114 µM), for the others: at the top dose activity change, negative = inhibition, hits mostly inhibitors. AID 485294. AmpC hydrolysis of nitrocefin, absorbance 480 nm, 0.01% Triton. 370,000 compounds, 0.041% hits;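 further: potency means the concentration at half of the fitted maximal effect; 0% = no-compound wells and -100% = no-enzyme wells; nearly all actives have a fitted effect of over 25% in size; some results filed as inactive show a strong effect at the top dose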
Target sequence (P00811 whole entry, looked up): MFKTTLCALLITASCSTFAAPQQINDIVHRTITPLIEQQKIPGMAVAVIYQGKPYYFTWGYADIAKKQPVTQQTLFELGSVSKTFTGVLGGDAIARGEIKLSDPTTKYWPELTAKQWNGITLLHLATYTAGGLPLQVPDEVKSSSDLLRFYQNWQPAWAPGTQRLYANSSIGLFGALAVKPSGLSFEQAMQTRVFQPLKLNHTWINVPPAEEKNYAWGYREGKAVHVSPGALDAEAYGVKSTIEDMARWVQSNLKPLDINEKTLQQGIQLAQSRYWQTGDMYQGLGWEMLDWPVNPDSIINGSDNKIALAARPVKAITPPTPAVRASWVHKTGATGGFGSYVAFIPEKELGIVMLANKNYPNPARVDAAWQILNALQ
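20 mM phosphate pH 7.0 + 0.01% (detergent screen) or 0.0001% Triton X-100; 5.3 nM AmpC reagent; cpd preinc 15 min RT; nitrocefin (800 uM stock) to start; A480 q20 s × 4 min; Activity was normalised to no-enzyme and no-compound control wells.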
HCMV antiviral: human cytomegalovirus inhibition; AID 1259415; 410,000 compounds, 4.5% hits; activity change, negative = inhibition, % at 57.5 µM; HFF cells, HCMV-luciferase reporter, 72 h; active compounds read low; in the data active means activity change below about -60%; inconclusive means no clear call, values can overlap the other calls; inactive means above about -39%
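Cell-based, HFFs, 1000 cells/well, 16 h 37C; cpds in DMSO + HCMV-luc, MOI 1 PFU/cell; 72 h 37C; OneGlo luminescence after 5 min RT; norm. to buffer vs Salinomycin 10uM.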
The depositor's hits bear a star; ? = inconclusive; . = no result given; & = joins results of further samples; [ ] = another dose, or the depositor's remark. Unless noted, the call rests on the fitted dose curve; in most records, active means well fitted curve in the direction sought with a large enough effect; inconclusive means small, poorly fitted or top-dose-only effect, or another doubt; inactive means no such curve, though single readings can be large; an effect the other way counts as inactive or inconclusive. Unless noted, on the % scale 0 is the no-effect control and ±100 the full control effect.

Start of the data: the first two records, ahead of the listing:
SMILES | Sm TGR inh | HCV inhibitor | AMA1-RON2 inh | FBPA Giardia inh | AmpC inh detg | HCMV antiviral
O=Cc1cc([N+](=O)[O-])ccc1N1CCN(Cc2ccc3c(c2)OCO3)CC1 | -9% | ? | -19% | 6% | -1% | -102*
COc1ccc(/C=C/C(=O)c2cc3c(cc2N)OCO3)cc1 | 0% | -11% | ? | -12% | -9% | 12

All compounds of this part, from the start:
SMILES | Sm TGR inh | HCV inhibitor | AMA1-RON2 inh | FBPA Giardia inh | AmpC inh detg | HCMV antiviral
O=Cc1cc([N+](=O)[O-])ccc1N1CCN(Cc2ccc3c(c2)OCO3)CC1 | -9% | ? | -19% | 6% | -1% | -102*
COc1ccc(/C=C/C(=O)c2cc3c(cc2N)OCO3)cc1 | 0% | -11% | ? | -12% | -9% | 12
C/C(=N/Oc1nc(C)cc(C)n1)c1ccc(Cl)cc1Cl | 11% | -23% | 2% | -7% | -2% | -61*
CCCCCn1c(=S)[nH]c2cc(C(=O)N3CCCC3)ccc2c1=O | -4% | -2% | 11% | -4% | -3% | -38
O=C1CSC(c2ccccc2[N+](=O)[O-])N1c1ccccc1 (stereo unspecified) | 0% | 2% | -2% | 2% | -9% | -16
Cc1ccc(S(=O)(=O)c2c(C(=O)c3ccccc3)cnc3cc4c(cc23)OCCO4)cc1 | -14% | -3% | 17%[2.32 µM] | -3% | -5% | -99*
CCN(CC)C(=O)c1ccc2c(c1)N(Cc1ccccc1)C(=O)CS2=O (stereo unspecified) | 3% | -10% | -5% | 2% | ? | 32
Cn1nc(-c2ccc(Cl)cc2)c2cc(C(=O)N3CCN(c4ccccn4)CC3)sc21 | 6% | -2% | 11% | 0% | ? | .
CCC(CCC(=O)Nc1nncs1)C(=O)O (stereo unspecified) | 1% | . | . | 1% | -23% | .
Cc1cccc2nc(-c3ccccc3)nc(N[C@@H](CO)c3ccccc3)c12 | 4% | ? | -14% | -3% | 5% | 5
O=[N+]([O-])c1ccc(-c2ccc(/C=N/Nc3nc(N4CCCCC4)nc(N4CCCCC4)n3)o2)cc1 | 0% | -15% | 14% | 0% | 0% | ?
Cc1ccc(-n2ncc3c(NC4CCCCCC4)ncnc32)cc1 | 2% | . | . | . | -2% | 44
CCOCCCn1c(N)c(C(=O)Nc2sc3c(c2C(=O)OC)CCCC3)c2nc3ccccc3nc21 | -1% | 11% | -2% | ? | 5% | 19
Clc1ccc(/C=N/Nc2nnc(-c3ncc[nH]3)c3ccccc23)cc1 | -15% | ? | 61%[activator] | 3% | 2% | 111
O=C(NCCc1ccccc1)C1c2ccccc2C(=O)N1C1CC1 (stereo unspecified) | 0% | 12% | -9% | 4% | -7% | 31
C[C@H](CO)N1C[C@H](C)[C@@H](CN(C)S(=O)(=O)c2ccc(F)cc2)Oc2ccc(NS(=O)(=O)c3ccc(F)cc3)cc2C1=O | . | -5% | -9% | . | . | ?
CCCc1nc(SCc2ccccn2)c2c(=O)n(C)c(=O)n(C)c2n1 | -24% | 10µM* | -3% | 14% | ? | ?
CCCc1ccc(C(=O)O/N=C(\N)c2ccccn2)cc1 | 0% | 1% | 33%[activator] | 13% | 6% | -70*
COc1cc2c(C(=O)N3CCN(Cc4ccc5c(c4)OCO5)CC3)cn(C)c(=O)c2cc1OC | -17% | -13% | -7% | -6% | -4% | 55
O=C(NCN1CCN(CCO)CC1)c1cnccn1 | -12% | 9% | 20% | -1% | -5% | 22
Cc1cnc(C(=O)N2CCc3c([nH]c4ccccc34)C2c2ccc(F)cc2)cn1 (stereo unspecified) | 7% | -23% | -28% | -17% | -4% | 33
Clc1ccc(CSc2snnc2-c2ccccc2)c(Cl)c1 | 1% | -6% | 7% | 0% | 9% | 1
Cc1cccc(NC(=O)CSc2nc3ccc(NC(=O)c4cccs4)cc3s2)c1 | 1% | . | . | . | 11% | -23
CCOC(=O)C1(Cc2cccc(OC)c2)CCN(Cc2cccn2-c2ccccn2)CC1 | -7% | -9% | -23% | 0% | 6% | ?
Cn1c(=O)c2c(nc(SCC(=O)NC3CCCC3)n2C)n(C)c1=O | -5% | -3% | 7% | 17% | -2% | 47
Cc1ccc(SC(C)C(=O)Nc2cccnc2)cc1 (stereo unspecified) | -2% | ? | 0% | 4% | -10% | -1
CCN(c1cccc(C)c1)S(=O)(=O)c1nnc(NC(=O)c2ccccc2Cl)s1 | 79µM* | . | . | . | 7% | -29
Cc1nc2c(ncn2-c2ccccc2)c(=O)n1NC(=O)CN1CCCCC1 | 4% | 11% | 27% | -4% | 5% | 26
COc1cc(/C=N/N2C(=O)CSC2=S)cc(Br)c1O | 13µM* | -8% | 49%[activator] | -29% | 0% | -9
Cc1cc(C)cc(OCC(=O)Nc2ccc3c(c2)C(=O)c2ccccc2C3=O)c1 | 4% | 5% | -2% | -19% | 4% | 5
CC(=O)c1c(C)n([O-])c2ccccc2[n+]1=O | -19% | 3% | 2% | -1% | 0% | 34
Nc1nc(CN2CCN(c3ccccn3)CC2)nc(Nc2ccc(Cl)cc2)n1 | -14% | ? | 73%[activator] | 14% | -7% | -30
CCc1ccccc1S(=O)(=O)Cc1ccc(C(=O)N2CCN(c3ccccn3)CC2)o1 | ? | ? | -5% | -4% | -11% | 12
CN(C)CCCN(Cc1cc2cc3c(cc2[nH]c1=O)OCCO3)C(=O)NC1CCCCC1 | ? | -9% | -6% | 0% | 0% | -5
O=C(COc1ccccc1F)Nc1c(C(=O)Nc2cccc(F)c2)oc2ccccc12 | 2% | . | . | . | 7% | 4
CC(Sc1n[nH]c(N)n1)C(=O)C12CC3CC(CC(C3)C1)C2 (stereo unspecified) | 1% | 17% | -6% | 5% | -6% | -1
CCc1nc(SCC(=O)NCC2CCCO2)c2c(=O)n(C)c(=O)n(C)c2n1 (stereo unspecified) | -1% | 5% | 3% | 1% | 4% | -23
O=S(=O)(c1cccc(-c2nnc(SC(F)F)n2-c2ccccc2)c1)N1CCCCC1 | 19% | ? | -2% | 3% | 2% | -24
Cc1ccc(S(=O)(=O)c2nc(-c3ccccc3Cl)oc2NCCCN2CCOCC2)cc1 | 0% | ? | -31% | . | -8% | -23
CC(/C=N/NC(=O)CNc1n[nH]c(=O)[nH]c1=O)c1ccccc1 (stereo unspecified) | 10% | 11% | 53%[activator] | -1% | -1% | -34

Of the compounds above, these contain a nitro group on carbon:
SMILES | Sm TGR inh | HCV inhibitor | AMA1-RON2 inh | FBPA Giardia inh | AmpC inh detg | HCMV antiviral
O=Cc1cc([N+](=O)[O-])ccc1N1CCN(Cc2ccc3c(c2)OCO3)CC1 | -9% | ? | -19% | 6% | -1% | -102*
O=C1CSC(c2ccccc2[N+](=O)[O-])N1c1ccccc1 (stereo unspecified) | 0% | 2% | -2% | 2% | -9% | -16
O=[N+]([O-])c1ccc(-c2ccc(/C=N/Nc3nc(N4CCCCC4)nc(N4CCCCC4)n3)o2)cc1 | 0% | -15% | 14% | 0% | 0% | ?

The results go on.
SMILES | Sm TGR inh | HCV inhibitor | AMA1-RON2 inh | FBPA Giardia inh | AmpC inh detg | HCMV antiviral
O=C(Nc1cc(C(F)(F)F)ccc1Cl)C(Sc1n[nH]c(=O)[nH]c1=O)c1ccccc1 (stereo unspecified) | 9% | -8% | 0% | 0% | 0% | 10
CN(C)c1ccc(NC(=O)CN2CCC(NC(=O)C3CCCCC3)CC2)cc1 | -26% | 26% | -20% | 3% | -6% | -2
COc1cccc(Oc2nc(C)nc3c2oc2ccccc23)c1 | 6% | . | . | . | 9% | -23
COc1ccc(SCCC(=O)NCc2ccncc2)cc1 | 11% | 20% | 23% | 5% | -7% | -17
O=C(NCCc1ccc(C(F)(F)F)cc1)C1CCC(=O)N(C2CC2)C1 (stereo unspecified) | 2% | 0% | -1% | 1% | 3% | 13
COCCn1c(C)cc(O)c(C(c2ccc(C)cc2)N2CCCCC2)c1=O (stereo unspecified) | 8.9µM* | . | . | . | 15% | 10
O=C(CSc1nc(-c2ccc(F)cc2)[nH]c1-c1ccc(F)cc1)Nc1ccc2c(c1)OCO2 | 5% | . | . | . | 11% | ?
CCOC(=O)N1CCN(C(=O)C2CCCN(S(=O)(=O)c3cc(C)ccc3OC)C2)CC1 (stereo unspecified) | 2% | 6% | 8% | 7% | 1% | 20
Cc1ccc(NC(=S)Nc2cccc(-c3n[nH]c(=S)o3)c2)cc1 | 13µM* | 12% | 83%[activator] | 6% | -1% | -34
CCN(CC)C(=O)C(=O)c1cccn1-c1cccc(-n2cccc2C(=O)C(=O)N(CC)CC)c1C#N | -17% | 14% | 4% | -21% | 4% | 0
COc1ccc2c(Cl)c(C(=O)NCCCn3ccnc3)sc2c1 | 9% | ? | -7% | -1% | -5% | 4
CCOC(=O)C1=C(COc2ccccc2)NC(=O)NC1c1cccc([N+](=O)[O-])c1 (stereo unspecified) | 6% | ? | -5% | 4% | -2% | -13
COc1ccccc1NC(=S)N/N=C1\CC(C)(C)Oc2ccc(O)cc21 | 4% | 10µM* | 90%[activator] | -2% | 3% | ?
CCOC(=O)c1c(NC(=O)CCC(=O)N2CCOCC2)sc2c1CC(C)(C)OC2 | -32% | ? | 9% | 1% | -4% | 1
COCCOc1cnn(-c2cc(Oc3ccc(C)cc3)ncn2)c(=O)c1Cl | 1% | -2% | -1% | 4% | -8% | -12
COc1cc(C(=S)N2CCOCC2)cc(OC)c1OS(=O)(=O)c1ccc(C)cc1 | 16% | 0% | -9% | 5% | 4% | -15
CCOc1ccc(OCC)c(NC(=O)c2cc(S(=O)(=O)N3CCCC3)cn2C)c1 | -5% | . | . | . | 27% | -4
CNC(=O)[C@@]1(C)C=C[C@@H](Cc2ccccc2)N1C(=O)OC | -17% | 32%[activator] | 5% | -1%&-1% | -1% | -17
O=C(Nc1ccc(Oc2ccc(Br)cc2)cc1)C1=CC=CN2CCS(=O)(=O)N=C12 | 3% | 18% | 4% | . | 0% | ?
Cc1sc2nc(CSCC(=O)NC3CCCCC3)[nH]c(=O)c2c1C | ? | 6% | 12% | . | ? | -12
Cc1cccc(-n2c(O)c(/C=N/N3CCOCC3)c(=O)[nH]c2=S)c1 | 0% | 10% | 6% | -10% | 2% | -30
CC1CC(C)CN(CC(C)(C)NS(=O)(=O)c2ccccc2)C1 (stereo unspecified) | -2% | 12% | -16% | -19% | -14% | -19
c1ccc(OCc2nn3c(Cn4cnc5ccccc54)nnc3s2)cc1 | -17% | ? | 35%[activator] | -1% | -17% | ?
CCCCn1c(Oc2ccc(C(=O)OC)cc2)nc2c1c(=O)n(C)c(=O)n2C | -19% | -24% | 9% | -3% | -15% | ?
O=C(NCC(c1ccco1)N1CCN(c2ccc(F)cc2)CC1)c1ccco1 (stereo unspecified) | 5% | 3%[8.37 µM] | -4% | . | -12% | -11
CSc1nc(-c2cccs2)c(C#N)c(=O)[nH]1 | 4% | 20% | 7% | 10% | 3% | 13
Cc1ccc(-c2csc(NCCn3c(-c4ccncc4)nc4ccccc43)n2)cc1 | 4% | ? | -17% | 6% | -1% | 17
Cc1ccc(/C=C/C(=O)O)cc1S(=O)(=O)NCCCC(=O)O | ? | 3% | -1% | 4% | -9% | 1
